Source: PubChem (several laboratories)
Efa HMGR inh = E. faecalis class II HMG-CoA reductase inhibition; purified E. faecalis HMGR, NADPH absorbance 340 nm kinetic; inhibition, % at 10 µM; actives 0.41% (n = 190,000);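 active = inhibition above a set limit, the median over all tested compounds plus 3 SD, cut at about 9.5% in these data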;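 also: enzyme runs in reverse so mevalonate oxidation gives rising NADPH absorbance; 0% = complete reaction with DMSO and 100% = background rate lacking mevalonate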
PMI act = activators of human phosphomannose isomerase; purified human PMI, coupled resazurin fluorescence, 20 min; active compounds read high; 1 = vehicle control, 0 substrate-free wells; actives 0.005% (n = 190,000); activation factor at 20 µM;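 active = activation factor of 2 or more at 20 µM, relative to plate controls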
FLuc act counter = affects firefly luciferase, flagging false hits in luciferase stimulation screens. 200,000 tested, under 10 active. activation factor at 10 µM. ATPlite luciferase biochemical, luminescence, 10 min; 0 = ATP-free wells, 1 = DMSO control. AID 1027;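 active = luciferase activation factor, scaled between plate controls, of at least 2 with compound at 10 µM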
Target sequence (P08659 whole entry, looked up): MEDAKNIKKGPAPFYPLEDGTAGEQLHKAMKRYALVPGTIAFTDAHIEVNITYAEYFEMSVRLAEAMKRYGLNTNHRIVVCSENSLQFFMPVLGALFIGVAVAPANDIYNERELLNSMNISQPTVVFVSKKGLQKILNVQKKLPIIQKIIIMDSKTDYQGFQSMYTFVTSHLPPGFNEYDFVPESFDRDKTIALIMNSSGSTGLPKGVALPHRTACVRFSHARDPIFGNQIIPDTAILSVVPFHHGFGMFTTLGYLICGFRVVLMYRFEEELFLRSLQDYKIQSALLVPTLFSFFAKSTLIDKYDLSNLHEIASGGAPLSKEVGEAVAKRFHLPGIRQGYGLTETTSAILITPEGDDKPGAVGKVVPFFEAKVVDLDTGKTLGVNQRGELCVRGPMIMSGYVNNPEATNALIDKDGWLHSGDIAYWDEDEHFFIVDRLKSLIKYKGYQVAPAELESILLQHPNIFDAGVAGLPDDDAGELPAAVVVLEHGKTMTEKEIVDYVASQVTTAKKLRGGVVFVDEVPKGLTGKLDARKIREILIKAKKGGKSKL
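Assay system – cell-free luciferase reagent · Medium – PBS-based ATP solution · Dosing – test compounds dosed from 2 mM stocks in 100% DMSO · Timing – 10 min, room temperature · Technique – light output (luminescence) · Measure – luminescence gain marking luciferase activators · Controls – No-ATP low control, compound-free enzyme-plus-ATP high control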
PMI act satM6P = activators of human phosphomannose isomerase at near-saturating mannose 6-phosphate; activation factor at 20 µM; coupled PMI enzyme assay, resazurin fluorescence, 20 min; active compounds read high; 1 = untreated enzyme, 0 = substrate-free blank; actives 0.34% (n = 190,000); AID 1216; P34949;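 active = activation factor of 2 or more at 20 µM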
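Material: human phosphomannose isomerase with PGI, G6PDH, diaphorase coupling enzymes / Reagent: Man-6-P substrate 1.0 mM / Dosing: single compound dose of 20 µM, 1% DMSO final / Incubation: enzyme reaction with compound 20 min at room temperature / Signal: resorufin fluorescence (Ex 544/Em 590 nm) from resazurin via diaphorase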
TNAP act hi DEA = activators of human TNAP at high phosphate acceptor concentration; purified TNAP, CDP-star luminescence, 1 M DEA, 30 min; active compounds read high; 0 = EDTA background, 1 = DMSO-only activity; P05186; 200,000 tested, under 10 active; activation factor at 20 µM; AID 1136;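 active = activation factor at least 2 at 20 µM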
Target sequence (P05186 whole entry, looked up): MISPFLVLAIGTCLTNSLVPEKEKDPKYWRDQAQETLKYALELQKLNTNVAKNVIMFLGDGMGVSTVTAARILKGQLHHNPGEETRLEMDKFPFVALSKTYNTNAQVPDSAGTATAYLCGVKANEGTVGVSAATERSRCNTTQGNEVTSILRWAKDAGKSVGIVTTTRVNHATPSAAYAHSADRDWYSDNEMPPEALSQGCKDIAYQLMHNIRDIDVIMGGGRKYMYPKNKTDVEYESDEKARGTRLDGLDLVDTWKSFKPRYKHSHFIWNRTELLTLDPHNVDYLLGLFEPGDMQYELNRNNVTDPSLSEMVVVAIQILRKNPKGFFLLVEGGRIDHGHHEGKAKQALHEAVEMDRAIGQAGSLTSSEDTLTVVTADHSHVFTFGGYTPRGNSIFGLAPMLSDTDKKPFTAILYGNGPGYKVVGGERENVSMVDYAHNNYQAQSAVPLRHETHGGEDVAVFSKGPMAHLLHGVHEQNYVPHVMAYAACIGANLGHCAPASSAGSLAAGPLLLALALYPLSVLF
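Measured by: Luminescent substrate turnover signal | Test system: Human TNAP | Input: TNAP 1/800 final | Dosing: 20 µM single point | Schedule: 30 min, room temperature | Controls: EDTA wells as negative control, DMSO wells as positive control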
G6PDH CS = inhibits Leuconostoc G6PDH, flagging false hits in G6PDH-based assays. Purified L. mesenteroides G6PDH, diaphorase/resazurin coupled fluorescence, 45 min. inhibition, % at 5 µM. actives 0.12% (n = 200,000); in the data active = inhibition above about 50%
TNAP inh noacc = inhibitors of human TNAP without phosphate acceptor | AID 1012 | purified TNAP, CDP-star luminescence, 30 min | P05186 | inhibition, % at 20 µM | actives 0.26% (n = 200,000);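 active = tissue-nonspecific alkaline phosphatase inhibition above about 50% at 20 µM in the single-dose screen, limit read from the data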;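 also: 0% = DMSO negative control and 100% = EDTA positive control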
TNAP inh hiacc = blocks human TNAP under high phosphate acceptor concentration | P05186 | purified TNAP, CDP-star luminescence, 1 M DEA | inhibition, % at 20 µM | actives 0.03% (n = 200,000) | AID 1135;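 active = over 50% inhibition of tissue-nonspecific alkaline phosphatase at 20 µM in the single-dose screen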;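 also: plate controls were DMSO wells for no effect and EDTA-quenched wells as full inhibition for full effect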
Diaphorase act = diaphorase activation or chemical reduction counter-screen; Diaphorase/resazurin coupled assay, resorufin fluorescence, 16 min; active compounds read high; 1 = vehicle wells, 0 = NADH-free wells; activation factor at 20 µM; actives 0.005% (n = 190,000);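 active = diaphorase activity raised at least twofold by the compound at 20 µM; inactive = activation factor below 2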
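System – purified diaphorase enzyme from Clostridium kluyveri · Input – enzyme 0.07 U/mL final · Also added – final NADH 0.114 mM, resazurin 0.1 mM · Measured by – fluorescence of resorufin, 544 nm excitation, 590 nm emission · Timing – 16 min enzyme reaction, ambient temperature · Measure – resorufin increase flagging diaphorase activators or reducers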
Diaphorase inh = counter-screen for diaphorase-based assays: diaphorase inhibitors and chemical oxidizers | actives 0.69% (n = 190,000) | inhibition, % at 20 µM | diaphorase resazurin-to-resorufin fluorescence, NADH, 16 min; bacterial (C. kluyveri) enzyme, not human;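 active = primary screen inhibition at 20 µM above a set limit, cut at about 50% in these data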;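 also: plate controls were DMSO with full reaction for no effect and wells lacking NADH for full effect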
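controls = No-NADH positive control and DMSO neutral control | system = Clostridium kluyveri diaphorase enzyme | timing = reaction incubation of 16 min at room temperature | signal = resorufin fluorescence 544/590 nm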
The depositor's hits bear a star.

Screens in order – Efa HMGR inh | PMI act | FLuc act counter | PMI act satM6P | TNAP act hi DEA | G6PDH CS | TNAP inh noacc | TNAP inh hiacc | Diaphorase act | Diaphorase inh
#1 COc1cccc(S(=O)(=O)N2CCOCC2)c1
    0 | 1 | 1.1 | 1 | 1.1 | -3 | -6 | -6 | 0.9 | 10
#2 COc1ccc(Cc2nnc(Nc3ccccc3OC)[nH]c2=O)cc1
    -4 | 1.1 | 1.1 | 1.1 | 1 | 3 | 1 | -3 | 1 | 3
#3 CCC(C)(C)n1nnnc1C(c1cc2ccc(OC)cc2[nH]c1=O)N1CCc2ccccc2C1 (stereo unspecified)
    0 | 1.1 | 1 | 1.5 | 1.1 | 4 | -10 | -7 | 0.5 | 47
#4 CCOc1ccc(C(=O)Nc2ccc(-c3cc4ccccc4oc3=O)c(C)c2)cc1[N+](=O)[O-]
    -5 | 0.9 | 1 | 1.1 | 1 | -23 | -7 | 0 | 1 | -4
#5 CC(C)N1C(=O)C2C(C(=O)NC3CCCCC3)C3C=CC2(O3)C1C(=O)NC1CCCCC1 (stereo unspecified)
    -3 | 1 | 1 | 1 | 1 | 3 | -9 | 1 | 0.9 | 11
#6 Nc1c(C(=O)Nc2ccc(Br)cc2)sc2nc(-c3ccco3)ccc12
    2 | 0.9 | 0.9 | 0.9 | 1 | -9 | 0 | 4 | 0.8 | 21
#7 CN(CCc1ccccn1)S(=O)(=O)c1ccc2c3c(cccc13)C(=O)N2
    1 | 1 | 1.1 | 1 | 1 | -4 | -3 | 0 | 0.9 | 9
#8 Cc1ccc(C(=O)OCC(=O)c2c[nH]c3ccccc23)cc1NC(=O)c1ccco1
    -3 | 0.8 | 1.1 | 0.9 | 1.1 | 5 | -14 | -6 | 0.7 | 29
#9 O=C(c1ccc([N+](=O)[O-])s1)N1CCN(c2ccccc2)CC1
    -1 | 1 | 1 | 0.9 | 1 | -5 | -5 | 2 | 0.9 | 9
#10 O=C(Cc1cccc2ccccc12)Nc1nc(-c2cccc([N+](=O)[O-])c2)cs1
    -3 | 0.9 | 1.1 | 1 | 1 | -26 | -9 | -1 | 0.8 | 24
#11 COc1cc(C)c(NC(=O)C(=S)NCCc2ccccc2)cc1C
    -4 | 0.8 | 1 | 0.9 | 1.1 | -6 | -96 | -6 | 0.7 | 26
#12 Cc1ccc(S(=O)(=O)N2CCC(C(=O)NCCCOC(C)C)CC2)cc1
    -6 | 1 | 1.1 | 1 | 1 | 2 | -7 | -3 | 0.9 | 10
#13 CCC(Sc1ncnc2c1c(-c1ccccc1)cn2-c1ccc(OC)cc1)C(=O)OC (stereo unspecified)
    -2 | 0.9 | 1 | 0.9 | 1 | -32 | -12 | -4 | 0.8 | 21
#14 Cc1ccc(S(=O)(=O)Nc2nc3ccc(S(C)(=O)=O)cc3s2)cc1
    -4 | 0.9 | 1 | 1.2 | 1 | 1 | -3 | 1 | 0.9 | 10
#15 Cc1ccc2c(c1)NC(=O)c1cccc([N+](=O)[O-])c1CO2
    -9 | 0.9 | 1.1 | 1 | 1.1 | 4 | -3 | -5 | 0.9 | 12
#16 CCN(CC)C(=O)N1CCc2ccccc21
    0 | 1.1 | 1 | 1 | 1 | 2 | -11 | -4 | 1 | -1
#17 Cc1cccc(C(=O)Nc2ccccc2C(=O)OCc2c(C)noc2C)c1
    5 | 0.9 | 1.1 | 0.9 | 1.1 | 5 | -10 | -7 | 0.8 | 21
#18 Cc1cc(C(=O)N2CCN(C(=O)c3ccco3)CC2)ccc1[N+](=O)[O-]
    3 | 1.1 | 1.1 | 1.1 | 1 | 3 | -15 | -4 | 1 | -1
#19 O=C(CN1CCSc2ccccc21)NCCCc1ccccc1
    -2 | 1.1 | 1 | 1 | 1 | 0 | -7 | -3 | 0.8 | 19
#20 N/C(=N\S(=O)(=O)c1ccccc1)c1ccc([N+](=O)[O-])cc1
    -3 | 0.9 | 1 | 0.9 | 1.1 | 10 | -7 | -6 | 0.9 | 15
#21 COc1cc(C(=O)OCC(=O)Nc2ccc(SC(F)F)cc2)cc(OC)c1OC
    -4 | 0.9 | 1 | 0.9 | 1 | 4 | -7 | -4 | 0.9 | 10
#22 CN(Cc1cn(-c2ccccc2)nc1-c1cc2ccccc2o1)C(=O)CCC(=O)O
    1 | 1.1 | 0.6 | 1.1 | 1.1 | 0 | -10 | -8 | 1 | 0
#23 Cc1ccc2c(c1)c1c(n2C)C(=O)CCC1
    2 | 1 | 1 | 1 | 1 | -4 | -8 | -1 | 0.9 | 11
#24 COc1ccccc1C1CC(c2ccc(Cl)cc2)Nc2nc(N)nn21 (stereo unspecified)
    -3 | 1 | 1.1 | 1 | 1 | 1 | -9 | -4 | 0.9 | 12
#25 COc1cccc2c1OC1(C)CC2NC(=O)N1c1cccc(C(=O)N2CCN(c3ccccn3)CC2)c1 (stereo unspecified)
    -2 | 0.9 | 1.1 | 1 | 1.1 | 0 | -14 | -9 | 0.9 | 12
#26 COc1ccc(OC)c(C2C3CN(C(C)C)CC=C3C(C#N)=C(N)C2(C#N)C#N)c1 (stereo unspecified)
    0 | 1 | 1 | 0.7 | 0.9 | 9 | -9 | 9 | 0.9 | 8
#27 COc1ccc(Br)cc1S(=O)(=O)NNC(=O)c1c(C)nc2ccccn12
    5 | 0.9 | 1.1 | 0.9 | 1.1 | 4 | -6 | -5 | 0.9 | 11
#28 C=CCNc1c2c(nc3ncnn13)CC(C)CC2 (stereo unspecified)
    2 | 0.9 | 1 | 0.9 | 1 | 11 | -10 | -4 | 1 | 5
#29 Cc1ccc(CN2CCN(CC(=O)NC(C)CCc3ccccc3)C2=O)cc1 (stereo unspecified)
    5 | 1 | 1 | 1 | 1.1 | 13 | -16 | -8 | 0.9 | 7
#30 COc1ccc(NC(=S)Nc2cccc(C(F)(F)F)c2)c(C)c1
    0 | 1 | 1 | 1 | 1 | -2 | -10 | -5 | 0.9 | 7
#31 OC(CN1CCc2ccccc2C1)c1ccccc1 (stereo unspecified)
    -1 | 1.1 | 1.1 | 1 | 1 | -5 | -11 | -1 | 0.9 | 9
#32 COC(=O)C1=CN(C)C=C(C(=O)OC)C1c1ccsc1
    1 | 1 | 1.1 | 1 | 1.1 | 6 | -5 | -5 | 0.9 | 9
#33 O=C1C=CC(=O)N1c1ccc(N2CCCCC2)cc1
    -3 | 1 | 1 | 1.1 | 1 | 1 | -3 | 0 | 1 | 1
#34 COc1ccc(CC(=O)c2ccc(OC)c(OC)c2)cc1
    -2 | 0.8 | 1 | 0.9 | 1 | 3 | -3 | 3 | 0.9 | 12
#35 O=C(O)C1C2C=CC(C2)C1C(=O)Nc1cccc(F)c1 (stereo unspecified)
    -1 | 1 | 1 | 0.9 | 1.1 | -14 | -9 | -6 | 1 | 0
#36 CN(C)C(=S)SCC(=O)Nc1ccc(Cl)cc1Cl
    1 | 1 | 1.1 | 1.1 | 1.1 | -1 | -8 | -6 | 0.8 | 18
#37 CSc1ccc(Cl)c(C(=O)NCCOc2cc(C(C)C)ccc2C)c1
    2 | 0.8 | 1 | 0.8 | 1 | 10 | 0 | 2 | 0.8 | 19
#38 C=CCn1c(C)cc(C(=O)Cn2c(C(C)O)nc3ccccc32)c1C (stereo unspecified)
    -2 | 1.1 | 1 | 1 | 1 | -1 | -11 | 3 | 1 | 4
#39 Cc1nonc1-c1csc(N)n1
    0 | 0.9 | 1 | 0.9 | 1 | 4 | -10 | 0 | 0.8 | 20
#40 CC(C)Oc1cc(N)c(Cl)cc1Cl
    -3 | 1.2 | 1 | 1 | 1 | 3 | -5 | -1 | 1.1 | -7

Not a retest: an excerpt of the list.
Screens in order – Efa HMGR inh | PMI act | FLuc act counter | PMI act satM6P | TNAP act hi DEA | G6PDH CS | TNAP inh noacc | TNAP inh hiacc | Diaphorase act | Diaphorase inh
#34 COc1ccc(CC(=O)c2ccc(OC)c(OC)c2)cc1
    -2 | 0.8 | 1 | 0.9 | 1 | 3 | -3 | 3 | 0.9 | 12
#35 O=C(O)C1C2C=CC(C2)C1C(=O)Nc1cccc(F)c1 (stereo unspecified)
    -1 | 1 | 1 | 0.9 | 1.1 | -14 | -9 | -6 | 1 | 0
#36 CN(C)C(=S)SCC(=O)Nc1ccc(Cl)cc1Cl
    1 | 1 | 1.1 | 1.1 | 1.1 | -1 | -8 | -6 | 0.8 | 18
#37 CSc1ccc(Cl)c(C(=O)NCCOc2cc(C(C)C)ccc2C)c1
    2 | 0.8 | 1 | 0.8 | 1 | 10 | 0 | 2 | 0.8 | 19
#38 C=CCn1c(C)cc(C(=O)Cn2c(C(C)O)nc3ccccc32)c1C (stereo unspecified)
    -2 | 1.1 | 1 | 1 | 1 | -1 | -11 | 3 | 1 | 4
#39 Cc1nonc1-c1csc(N)n1
    0 | 0.9 | 1 | 0.9 | 1 | 4 | -10 | 0 | 0.8 | 20
#40 CC(C)Oc1cc(N)c(Cl)cc1Cl
    -3 | 1.2 | 1 | 1 | 1 | 3 | -5 | -1 | 1.1 | -7

Next structures follow.
Screens in order – Efa HMGR inh | PMI act | FLuc act counter | PMI act satM6P | TNAP act hi DEA | G6PDH CS | TNAP inh noacc | TNAP inh hiacc | Diaphorase act | Diaphorase inh
#41 CCc1nc(CN2CCN(Cc3ccc(F)c(F)c3)C(CCO)C2)c(C)[nH]1 (stereo unspecified)
    -1 | 0.9 | 1 | 1 | 1 | 3 | -4 | -1 | 1 | 4
#42 CCOc1ccc(CSC2=NCCN2)cc1[N+](=O)[O-]
    -5 | 1.1 | 1.1 | 1 | 1.1 | 1 | -8 | -5 | 0.9 | 11
#43 Cc1cc(C(=O)N/N=C/c2cc(Br)ccc2OC(=O)c2ccccc2)n[nH]1
    1 | 1 | 1 | 1 | 1 | -49 | -34 | -1 | 1 | -2
#44 COc1ccc(-n2nnnc2-c2cccnc2)cc1
    -1 | 1.1 | 1.1 | 1.1 | 1 | 6 | -2 | -1 | 0.9 | 7
#45 COC(=O)C1=NN(C(C)=O)C2(CC(=O)N(c3cccc(C)c3)C2=O)C1 (stereo unspecified)
    1 | 1.1 | 1 | 0.9 | 1 | 2 | 13 | 5 | 0.9 | 7
#46 COc1ccc2[nH]c(=O)c(CN(C(=O)NC3CCCCC3)C3CCCC3)cc2c1
    -3 | 1 | 1 | 0.9 | 1 | 5 | -5 | -4 | 0.8 | 17
